# PRMT1 FP inh – blocks human protein arginine methyltransferase 1; Q99873; recombinant PRMT1, activity-based probe fluorescence polarization; inhibition, % at 2.79 µM; hit rate 1.3% among 370,000; AID 652257;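 active = inhibition above about 21% made by adding two undisclosed values, limit read from the data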
# SIAE inh – inhibitors of human sialic acid acetylesterase SIAE; Q9HAT2; SIAE FP-Rh probe binding, fluorescence polarization; inhibition, % at 9.66 µM; hit rate 0.69% among 370,000;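 active = inhibition above a cutoff: mean of compounds within the control limits plus 3 SD of those, cut at about 17% in these data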;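 note: 0% = plate median of compound wells and 100% = probe without SIAE protein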
# Rev-erbA mod – modulators of human Rev-erb alpha DNA binding. P20393. Rev-erbα–FITC-DNA binding, fluorescence polarization, 90 min. activity, % at 10 µM. hit rate 0.79% among 370,000;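 active = activity above about 14%, limit read from the data; passing the limit was not always enough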;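 note: 0% = DMSO wells with 35 nM protein and 100% = DMSO wells with 750 nM protein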
# Target sequence (P20393 whole entry, looked up): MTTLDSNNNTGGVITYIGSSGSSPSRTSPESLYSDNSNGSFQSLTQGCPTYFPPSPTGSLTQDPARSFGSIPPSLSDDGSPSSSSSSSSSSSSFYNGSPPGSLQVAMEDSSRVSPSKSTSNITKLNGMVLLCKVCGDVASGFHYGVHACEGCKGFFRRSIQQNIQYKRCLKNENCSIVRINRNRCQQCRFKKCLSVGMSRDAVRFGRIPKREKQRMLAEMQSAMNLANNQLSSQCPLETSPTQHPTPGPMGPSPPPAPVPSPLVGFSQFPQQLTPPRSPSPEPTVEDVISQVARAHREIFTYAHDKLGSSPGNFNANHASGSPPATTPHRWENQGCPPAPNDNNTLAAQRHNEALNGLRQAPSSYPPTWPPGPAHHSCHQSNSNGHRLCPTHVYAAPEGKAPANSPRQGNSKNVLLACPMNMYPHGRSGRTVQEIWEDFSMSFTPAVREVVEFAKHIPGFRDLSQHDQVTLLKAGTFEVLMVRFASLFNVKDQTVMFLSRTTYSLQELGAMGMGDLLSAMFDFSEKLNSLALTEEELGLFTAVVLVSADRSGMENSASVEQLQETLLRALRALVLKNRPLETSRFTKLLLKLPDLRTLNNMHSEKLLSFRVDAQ
# HTRA1 inhibitor – HTRA1 (human) protease inhibition; recombinant HTRA1, FP-rhodamine activity-based probe, fluorescence polarization; inhibition, % at 5.96 µM; Q92743; hit rate 0.5% among 340,000; in the data active = inhibition above about 36%;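 note: 0% = enzyme with DMSO and 100% = wells lacking enzyme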
# PG9 Ab binder – small molecules binding HIV-1 gp120 antibody PG9 | TR-FRET gp120-PG9 antibody binding | inhibition, % at 6.7 µM | hit rate 0.43% among 360,000; in the data active = inhibition above about 8.5%
# TCR-CD3 inh – blocks the human TCR-CD3 interaction; TAMRA-labeled TCR probe fluorescence, biochemical; inhibition, % at 9.4 µM; hit rate 0.37% among 360,000; AID 651800; in the data active = inhibition above about 19%;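 note: recombinant mutant TCR 2C K166C tagged with TAMRA read by polarization; 0% = receptor in buffer alone and 100% = receptor with positive control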
# mABHD4 FP – inhibits mouse alpha/beta hydrolase domain 4 | Q8VD66 | purified mABHD4, FP-Rh probe fluorescence polarization | inhibition, % at 8.92 µM | hit rate 0.54% among 370,000 | AID 720543;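 active = inhibition exceeding the mean over every tested compound plus 3 SD, cut at about 30% in these data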;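 note: 0% = plate median of compound wells and 100% = S159A mutant with DMSO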
# Target sequence (Q8VD66 whole entry, looked up, the tested form may be a part): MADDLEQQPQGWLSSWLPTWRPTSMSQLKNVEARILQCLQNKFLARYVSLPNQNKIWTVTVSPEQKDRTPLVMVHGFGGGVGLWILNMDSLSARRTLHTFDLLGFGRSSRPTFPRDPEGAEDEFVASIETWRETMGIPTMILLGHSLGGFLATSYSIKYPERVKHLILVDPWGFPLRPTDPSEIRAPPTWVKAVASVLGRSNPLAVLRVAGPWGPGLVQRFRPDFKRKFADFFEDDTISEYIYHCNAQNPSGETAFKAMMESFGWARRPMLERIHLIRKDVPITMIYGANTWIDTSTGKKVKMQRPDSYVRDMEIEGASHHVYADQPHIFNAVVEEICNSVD
#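 Assay system: mABHD4 protein; medium: HEPES pH 7.0, NaCl, Pluronic buffer; dosing: 8.92 µM, single dose; schedule: 45 min + 60 min at 25 °C; signal: FP readout, ex 525 nm / em 598 nm; read-out: normalized percent inhibition of probe labeling; repeats: single replicate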
# LEDGF integ inh – blocks HIV-1 LEDGF/p75-dependent DNA integration | TR-FRET IN-LEDGF/p75 DNA integration, Eu/Cy5 | inhibition, % at 3.7 µM | hit rate 0.64% among 370,000;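 active = inhibition above the screen-wide mean plus 3 SD, cut at about 13% in these data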;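 note: signal is the Cy5 over europium emission ratio at 671 and 618 nm; 0% = plate median of compound wells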
# rCAG binder – r(CAG) repeat RNA binding; inhibition, % at 3 µM; TO-PRO-1 dye displacement fluorescence; AID 651821; hit rate 1.3% among 370,000;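 active = inhibition above the plate cutoff, the mean of all test compounds on that plate plus 3 SD, cut at about 35% in these data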;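 note: 0% = DMSO alone and 100% = 100 µM mitoxantrone as full dye displacement; higher means more dye released from RNA so lower well fluorescence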
# TDP2 absorb – blocks human TDP2 phosphodiesterase activity; recombinant TDP2, T5PNP hydrolysis, p-nitrophenol absorbance 415 nm; inhibition, % at 12.8 µM; hit rate 0.34% among 370,000; AID 720702;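 active = inhibition above the mean of all tested compounds plus 3 SD, set per campaign, cut at about 25% in these data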;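 note: 0% = DMSO with enzyme and 100% = buffer with substrate but no TDP2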
#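 test system = human TDP2 enzyme | input = TDP2 enzyme at 120 nM final | medium = 50 mM Tris-HCl pH 7.5 with Mg2+, KCl, DTT, BSA | also added = T5PNP substrate, 5 mM | times = 2 h at 37 °C | technique = epi absorbance | benchmarks = high control without enzyme, low control DMSO plus TDP2 | replication = each compound tested once, singlicate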
# * hit, by the source's call; x = no result given.
SMILES,PRMT1 FP inh,SIAE inh,Rev-erbA mod,HTRA1 inhibitor,PG9 Ab binder,TCR-CD3 inh,mABHD4 FP,LEDGF integ inh,rCAG binder,TDP2 absorb
C[C@@H]1CCCCO[C@H](CN(C)S(=O)(=O)c2cn(C)cn2)[C@H](C)CN([C@@H](C)CO)C(=O)c2cc(NC(=O)c3ccccc3)ccc2O1,3,1,-2,-5,-0.4,5,2,-1,3,7
O=C(c1cccc(S(=O)(=O)NCc2ccccc2)c1)N1CCN(c2ccccc2)CC1,-1,2,0,3,-2.5,-7,-4,1,-1,-15
Cc1ccc(O)c(NC(=O)c2noc3c2CCc2ccccc2-3)c1,-4,3,0,-13,-2.1,3,-3,5,3,6
O=C1CC(c2ccc(F)cc2)CC2=C1C=Nc1ccccc1N2 (stereo not given),-1,0,4,6,-1.0,0,9,1,-4,-1
CC(=O)/C(=N/Nc1ccccc1[N+](=O)[O-])N1CCCc2ccccc21,-1,3,4,x,-3.4,-8,20,4,-2,9
CCOc1ccc(NC(=S)NN2C(C)CCCC2C)cc1 (stereo not given),5,2,1,-1,-0.5,-2,11,-1,-6,5
CC(C)(C)NC(=O)NC(=O)CN1CCCCC1,3,-3,-1,-1,2.1,-8,-5,-1,-3,-6
CC(=O)NC1=NN(C(C)=O)C(C)(c2ccc(Cl)s2)S1 (stereo not given),0,2,2,0,-1.5,-13,-2,2,-4,-4
Cc1cc(C(=O)Cn2cncn2)c(C)n1CCc1ccc(F)cc1,0,5,-1,0,-1.2,2,0,-2,-1,6
CCOC(=O)C1(Cc2cccc(OC)c2)CCCN(CCO)C1 (stereo not given),-3,3,-6,3,0.1,-2,0,-1,-7,8

# Reformatted with two lines to a compound: entries from further up.
# Each structure is followed by: PRMT1 FP inh | SIAE inh | Rev-erbA mod | HTRA1 inhibitor | PG9 Ab binder | TCR-CD3 inh | mABHD4 FP | LEDGF integ inh | rCAG binder | TDP2 absorb
CC(=O)NC1=NN(C(C)=O)C(C)(c2ccc(Cl)s2)S1 (stereo not given)
 : 0 | 2 | 2 | 0 | -1.5 | -13 | -2 | 2 | -4 | -4
O=C(c1cccc(S(=O)(=O)NCc2ccccc2)c1)N1CCN(c2ccccc2)CC1
 : -1 | 2 | 0 | 3 | -2.5 | -7 | -4 | 1 | -1 | -15

# (cont.)
SMILES,PRMT1 FP inh,SIAE inh,Rev-erbA mod,HTRA1 inhibitor,PG9 Ab binder,TCR-CD3 inh,mABHD4 FP,LEDGF integ inh,rCAG binder,TDP2 absorb
CC(NC(=O)CN(c1ccc(F)cc1)S(C)(=O)=O)c1ccccc1 (stereo not given),-4,3,-3,-8,-0.8,5,-4,2,-1,7
CC(=O)Nc1cc(-c2ccccc2N(C)C)cn2c(-c3ccccc3)cnc12,6,6,10,x,-2.2,5,6,0,6,2
COc1ccc(-c2nnc(SCc3ccccc3F)o2)cc1,0,-1,-2,-25,-0.7,-1,-2,-2,-5,3
CCOC(=O)C1(C)C=C(Nc2ccccc2)C(=O)N1c1ccccc1 (stereo not given),5,-2,5,-1,-0.5,-7,5,-7,-5,-1
CCCC1N2CC3([N+](=O)[O-])CN1CC([N+](=O)[O-])(C2)C3(C)C (stereo not given),2,-3,-3,-1,-1.3,1,-4,-1,0,6
O=C(CN1C(=O)COc2ccccc21)N(Cc1cccnc1)Cc1cccc(F)c1,0,0,0,-3,0.5,0,-10,2,0,-12
CSc1ccc(CN(C)C(C)C(=O)NCc2ccccc2)cc1 (stereo not given),5,-1,-5,-6,-0.9,3,10,-4,-9,-11
O=C(NCCS(=O)(=O)NCc1ccccc1)c1ccc2c(c1)OCO2,0,2,-1,4,-0.1,2,-1,-4,4,16
CN(C)S(=O)(=O)c1ccc(C(=O)NCC(=O)Nc2ccc(F)c(F)c2)cc1,0,-3,-3,-3,-0.4,4,2,-2,2,6
CCOCC(=O)Nc1c(C(=O)Nc2ccc3c(c2)OCCO3)oc2ccccc12,4,5,-4,-15,-1.5,-1,-10,0,-1,4

# 15 successive entries out of the list so far, for reference:
SMILES,PRMT1 FP inh,SIAE inh,Rev-erbA mod,HTRA1 inhibitor,PG9 Ab binder,TCR-CD3 inh,mABHD4 FP,LEDGF integ inh,rCAG binder,TDP2 absorb
C[C@@H]1CCCCO[C@H](CN(C)S(=O)(=O)c2cn(C)cn2)[C@H](C)CN([C@@H](C)CO)C(=O)c2cc(NC(=O)c3ccccc3)ccc2O1,3,1,-2,-5,-0.4,5,2,-1,3,7
O=C(c1cccc(S(=O)(=O)NCc2ccccc2)c1)N1CCN(c2ccccc2)CC1,-1,2,0,3,-2.5,-7,-4,1,-1,-15
Cc1ccc(O)c(NC(=O)c2noc3c2CCc2ccccc2-3)c1,-4,3,0,-13,-2.1,3,-3,5,3,6
O=C1CC(c2ccc(F)cc2)CC2=C1C=Nc1ccccc1N2 (stereo not given),-1,0,4,6,-1.0,0,9,1,-4,-1
CC(=O)/C(=N/Nc1ccccc1[N+](=O)[O-])N1CCCc2ccccc21,-1,3,4,x,-3.4,-8,20,4,-2,9
CCOc1ccc(NC(=S)NN2C(C)CCCC2C)cc1 (stereo not given),5,2,1,-1,-0.5,-2,11,-1,-6,5
CC(C)(C)NC(=O)NC(=O)CN1CCCCC1,3,-3,-1,-1,2.1,-8,-5,-1,-3,-6
CC(=O)NC1=NN(C(C)=O)C(C)(c2ccc(Cl)s2)S1 (stereo not given),0,2,2,0,-1.5,-13,-2,2,-4,-4
Cc1cc(C(=O)Cn2cncn2)c(C)n1CCc1ccc(F)cc1,0,5,-1,0,-1.2,2,0,-2,-1,6
CCOC(=O)C1(Cc2cccc(OC)c2)CCCN(CCO)C1 (stereo not given),-3,3,-6,3,0.1,-2,0,-1,-7,8
CC(NC(=O)CN(c1ccc(F)cc1)S(C)(=O)=O)c1ccccc1 (stereo not given),-4,3,-3,-8,-0.8,5,-4,2,-1,7
CC(=O)Nc1cc(-c2ccccc2N(C)C)cn2c(-c3ccccc3)cnc12,6,6,10,x,-2.2,5,6,0,6,2
COc1ccc(-c2nnc(SCc3ccccc3F)o2)cc1,0,-1,-2,-25,-0.7,-1,-2,-2,-5,3
CCOC(=O)C1(C)C=C(Nc2ccccc2)C(=O)N1c1ccccc1 (stereo not given),5,-2,5,-1,-0.5,-7,5,-7,-5,-1
CCCC1N2CC3([N+](=O)[O-])CN1CC([N+](=O)[O-])(C2)C3(C)C (stereo not given),2,-3,-3,-1,-1.3,1,-4,-1,0,6

# Carrying on.
SMILES,PRMT1 FP inh,SIAE inh,Rev-erbA mod,HTRA1 inhibitor,PG9 Ab binder,TCR-CD3 inh,mABHD4 FP,LEDGF integ inh,rCAG binder,TDP2 absorb
COc1ccc(CN2CCC(CO)(Cc3ccccc3C(F)(F)F)CC2)c(F)c1,-2,-1,-2,-3,-3.5,8,2,0,-11,-10
O=C(Nc1ccc2c(c1)OCO2)c1ccc([N+](=O)[O-])cc1[N+](=O)[O-],-3,8,-2,15,-3.3,-3,2,-1,6,15
Cn1c(SCc2ccccn2)nnc1-c1ccncc1,-3,2,-4,7,-1.3,3,6,0,0,4
COc1ccc(C)cc1NC(=O)CCN1CCN(C/C=C/c2ccccc2)CC1,-2,-3,2,-7,-2.1,0,1,-1,-10,3
COc1ccc(NS(=O)(=O)c2ccc(O)c(C(=O)OCC(=O)NC3CCCCC3)c2)cc1,2,0,-1,-1,-1.8,-2,10,-2,10,-5
CCOC(=O)[C@]12CCCC=C1N(Cc1ccccc1)C(=O)[C@H](CC(=O)NCc1ccc(OC)c(OC)c1)C2,-1,-6,3,x,1.1,1,2,10,0,-7
C[C@H]1CN=C(N(C)C)N1CC1CCCCC1,2,3,1,-5,-1.2,7,2,-3,2,8
CCOC(=O)N1CCN(C(=O)c2ccc3[nH]c(C)c(C)c3c2)CC1,0,6,3,5,-1.9,7,4,2,-2,0
NS(=O)(=O)c1ccc(CNS(=O)(=O)c2cccc3nonc23)cc1,5,-5,-2,x,-1.7,-1,2,-2,0,0
COC(=O)c1cc(Cl)c(NC(=O)c2ccco2)cc1OC,-2,4,-5,-2,0.6,3,3,4,-3,11
O=C(Nc1ccc(S(=O)(=O)Nc2ncccn2)cc1)C12CC3CC(CC(C3)C1)C2,-1,3,9,-4,-2.2,-5,-1,-1,10,-13
CNc1nc(=S)[nH]c2ccccc12,-2,4,-2,9,1.3,3,0,-1,3,2
COCCn1c(Cc2cccn2C)nnc1SCC(=O)NCc1ccc2c(c1)OCO2,1,5,6,-2,-1.2,4,-6,4,5,-7
CCCCSc1nnc(-c2ccc(C)cc2)c2ccccc12,5,-5,-1,-21,0.0,-2,-11,-8,-4,-9
C=CCn1c(SCC(=O)c2ccc(O)c(O)c2)nnc1-c1cccnc1,11,8,-28,16,1.3,18,18,16*,22,-7
Cc1ccccc1Nc1cc(C(=O)NCc2ccco2)c2ccccc2n1,6,0,6,-5,0.3,-7,-3,-2,1,11
CCN(CC)S(=O)(=O)c1ccc2c(c1)nc(CCC(=O)O)n2CC,-1,3,2,-7,-2.3,-1,-2,3,2,9
CCCOc1ccc(Cc2nn[nH]n2)cc1,5,-3,-3,-1,3.1,-2,-4,0,2,0
CCOC(=O)c1ccc(NC(=O)NC2CC3CCC(C2)N3C(=S)NC)cc1 (stereo not given),1,-8,-1,7,-0.1,-8,-1,2,-1,-2
COc1ccc(OCc2cc(C(=O)NC(C)c3nc(C)cs3)no2)c(Cl)c1 (stereo not given),-2,0,-8,-20,-1.9,-2,-1,2,5,-17
COc1ccc(N(CC(=O)NC(C)(C)C)C(=O)c2ccco2)cc1,1,-2,4,0,-0.4,-2,8,0,3,-1
Cc1cccc(N(CC(O)CN2CCCC2)S(=O)(=O)c2ccccc2)c1 (stereo not given),1,10,3,16,0.9,7,1,-1,4,10
COc1ccc(S(=O)(=O)N2CCCC2CNC(=O)C(=O)NC2CCCCCC2)cc1 (stereo not given),-1,2,-2,1,-1.4,5,4,0,-9,-10
CC(C)(C)C(=O)O/N=C(\N)c1ccc([N+](=O)[O-])s1,-1,-1,-2,1,-2.0,-4,-1,-2,-1,2
Cc1cc(S(=O)(=O)Nc2ccc(C(=O)NCc3ccncc3)cc2)ccc1F,-2,-1,1,-6,1.5,-1,-6,0,5,2

# The list is partial; count on the stated rates, not on these rows.
